Screens (PubChem)
Wee1 degr inh: inhibitors of human Wee1 degradation | 220,000 compounds, 1.2% hits | HeLa Luc-Wee1K328M stability, luciferase luminescence; 100% = proteasome inhibitor MG132 effect | reporter increase, % at 5 µM | P30291;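 active = activation above the mean of all tested compounds plus 3 SD, set per screening run, cut at about 8.8% in these data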;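 note: cells exposed to compound for 20 h before luminescence read; 0% = DMSO alone and 100% = MG132 at 30 µM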
FXIIa inh: blocks human coagulation factor XIIa protease activity; purified FXIIa, Boc-QGR-AMC fluorogenic substrate, 2 h; inhibition, % at 5 µM; 220,000 compounds, 0.3% hits; AID 800; in the data active = inhibition above about 40%;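 note: 0% = enzyme with no compound and 100% = blank without enzyme; many of its hits are not listed in these tables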
FXIa inh: blocks human coagulation factor XIa protease activity; purified FXIa, Boc-Glu-Ala-Arg-AMC fluorogenic substrate; inhibition, % at 5 µM; 220,000 compounds, 0.14% hits;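 active = inhibition of at least 40%; inactive = inhibition below 40%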;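 note: fluorescence of freed AMC excited at 355 nm; 0% = enzyme without compound and 100% = no enzyme blank; many of its hits are not listed in these tables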
Runt-CBFb FRET: Runt domain-CBFb interaction inhibition | Q01196+Q13951 | Cerulean-Runt/Venus-CBFb FRET ratio 530/480, 1 h | inhibition, % at 20 µM | 220,000 compounds, 0.46% hits | AID 1496;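 active = inhibition over about 50% at 20 µM in the single-dose screen, limit read from the data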;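 note: 0% = DMSO wells and 100% = excess unlabeled CBFb competitor control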
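Schedule: protein complex preformed 1 h, compound exposure 1 h, room temperature, dark; test system: Cerulean-labeled Runt domain protein; amount: 100 nM per protein; buffer or medium: Tris 50 mM pH 7.5, KCl, K2SO4, 0.01% BSA; read-out: loss of energy transfer signal; detection: FRET fluorescence; controls: 5 µM unlabeled CBFb as full-inhibition high control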
Hck Nef HTS: inhibitors of human Hck kinase activated by Nef. P08631. Recombinant Hck-YEEI plus Nef, Z-Lyte FRET kinase assay. inhibition, % at 20 µM. 220,000 compounds, 0.68% hits. AID 463187;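 active = Hck-Nef kinase inhibition above about 50%, limit read from the data; inactive = inhibition below that limit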;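 note: 0% = DMSO with Hck plus Nef and 100% = Hck alone without Nef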
KLK5 inh: inhibitors of human kallikrein 5. Q9Y337. recombinant hK5, fluorogenic AMC substrate cleavage. inhibition, % at 5 µM. 210,000 compounds, 0.59% hits. AID 873;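 active = inhibition of 40% or more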;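 note: 0% = enzyme controls without compound and 100% = no-enzyme blanks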
Target sequence (Q9Y337 67-293 limits assumed): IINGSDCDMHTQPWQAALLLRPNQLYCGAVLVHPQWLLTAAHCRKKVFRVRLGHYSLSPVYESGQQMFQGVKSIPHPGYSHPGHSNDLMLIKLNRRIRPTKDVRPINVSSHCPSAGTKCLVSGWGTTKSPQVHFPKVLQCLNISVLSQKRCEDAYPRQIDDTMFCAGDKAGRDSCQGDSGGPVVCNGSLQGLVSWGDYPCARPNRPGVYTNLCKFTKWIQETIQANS
Runt-SMMHC FRET: blocks binding of human RUNX1 Runt domain to CBFb-SMMHC; Q01196+Q13951; Cerulean-Runt/Venus-CBFb-SMMHC FRET ratio 530/480, 1 h; inhibition, % at 20 µM; 220,000 compounds, 0.74% hits; AID 1434;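 active = mean inhibition across duplicate retests at 20 µM reaching about 50%, limit read from the data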;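 note: 0% = DMSO wells and 100% = wells with excess untagged CBFb-SMMHC; inhibitors lower the FRET ratio by blocking Runt binding to CBFb-SMMHC; some results filed as inactive read as strong as hits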
14-3-3 Bad PPI: disrupts binding of bovine 14-3-3 zeta to phospho-Bad peptide | P63103 | TR-FRET 14-3-3zeta/Dy647-pBad peptide displacement, 1 h | inhibition, % at 21.7 µM | 220,000 compounds, 0.71% hits;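 active = inhibition above about 70%, limit read from the data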;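 note: 0% = full 14-3-3 plus peptide FRET controls and 100% = background without 14-3-3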
Target sequence (P63103 whole entry, looked up): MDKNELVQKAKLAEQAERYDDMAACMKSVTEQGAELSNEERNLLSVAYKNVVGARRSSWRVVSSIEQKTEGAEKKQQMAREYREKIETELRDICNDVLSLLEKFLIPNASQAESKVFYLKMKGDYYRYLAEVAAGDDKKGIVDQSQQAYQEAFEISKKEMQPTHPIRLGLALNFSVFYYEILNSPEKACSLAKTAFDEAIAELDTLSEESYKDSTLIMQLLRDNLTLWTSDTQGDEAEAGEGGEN
Thrombin inh: blocks human thrombin protease activity. 220,000 compounds, 0.26% hits. inhibition, % at 5 µM. AID 1046. P00734. alpha-thrombin, Boc-VPR-AMC fluorogenic substrate cleavage;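 active = inhibition at or above 40%; inactive = inhibition below 40%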;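 note: 0% = enzyme with no compound and 100% = wells without enzyme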
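System: human alpha-thrombin protein; Compound dosing: one concentration per compound, 5 µM, with 0.2% DMSO; Timing: reaction at room temperature; Technique: AMC fluorescence, 355/460 nm; Controls: enzyme without compound as high, wells lacking enzyme as low.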
The depositor's hits bear a star; . = not tested or not shown; [ ] = remark or other dose.

structure | Wee1 degr inh | FXIIa inh | FXIa inh | Runt-CBFb FRET | Hck Nef HTS | KLK5 inh | Runt-SMMHC FRET | 14-3-3 Bad PPI | Thrombin inh
Fc1ccc(CNc2ncnc3c2cnn3-c2ccccc2)cc1 | 1 | -4 | -8 | -2 | 0 | -24 | -2 | 5 | -9
CN(Cc1ccon1)Cc1cn(C)nc1-c1cccc(Cl)c1 | 1 | 23 | 31 | 0 | 12 | 58* | -3 | 6 | 23
CCOc1ccc(-n2cc(C(=O)NCc3ccco3)c3cc(OC)c(OC)cc3c2=O)cc1 | 8 | 25 | 4 | 1 | 1 | -15 | 4 | 0 | 2
CNC(=O)COC(=O)c1cc(-c2ccco2)nc2ccccc12 | 1 | 51* | 32 | -6 | 2 | 28 | -21 | 61 | 16
COc1ccc(CC(=O)Nn2c(-c3ccccc3)nc3ccccc3c2=O)cc1 | -4 | 7 | 0 | -3 | -1 | -7 | -3 | 4[fluorescence artefact?] | -4
CC(=O)Nc1ccc2sc(C)nc2c1 | 0 | 5 | 1 | -1 | 9 | -1 | -4 | 3 | -1
COC(=O)C1=C(C)NC(=O)NC1C1CC=CCC1 (stereo not given) | -1 | -17 | -7 | 0 | 0 | 1 | -1 | -13 | -3
COc1ccc(-c2noc(CSc3nc4ccccc4c(=O)n3-c3ccc(C)cc3)n2)cc1 | -2 | 4 | -6 | 1 | 1 | 37 | 0 | 3 | -6
COc1ccccc1OCCCC(=O)NC(C)c1ccccc1 (stereo not given) | 1 | 6 | 3 | 1 | 10 | 16 | -3 | -1 | 1
COc1ccccc1N1CCN(C(=O)COc2cccc(C)c2C)CC1 | -1 | 2 | -4 | -7 | 19 | 4 | -2 | -18 | -1
Cc1cccc(OCC(=O)N2CCN(c3nnc(-c4ccccc4)c4ccccc34)CC2)c1 | 3 | 9 | 12 | 0 | 20 | 2 | -1 | -3 | 2
Cc1ccc(C)c(Nc2nc3nonc3nc2N2CCOCC2)c1 | -2 | 17 | 13 | . | 1 | -4 | -4 | -3 | 2
O=C(CN1CCN(C/C=C/c2ccccc2)CC1)NC(=O)NC1CCCCC1 | -2 | 7 | -5 | -3 | 18 | -5 | 0 | -2 | -20
COc1ccc(CN2CCNC(=O)C2CC(=O)NCCCn2cccn2)c(OC)c1 (stereo not given) | -2 | 10 | -1 | 2 | 4 | . | 2 | -14 | -1
Cc1ccc(C(=O)NNC(=O)c2nn(-c3ccc(F)cc3)ccc2=O)cc1 | -2 | 8 | 3 | 3 | 7 | 0 | 2 | -5 | 1
NCc1c(O)ccc2ccccc12 | 5 | 14 | 6 | 4 | 3 | 3 | 0 | -18 | 3
Cc1cccc(N2CCN(S(=O)(=O)c3ccc4c(c3)CCN4C(=O)CCC(=O)O)CC2)c1C | 0 | 16 | 6 | 1 | -3 | 6 | -4 | -4 | -1
O=C(CSc1ccc2ccccc2c1)Nc1ccncc1 | 1 | 2 | 0 | 1 | 3 | -2 | 1 | -11 | 6
c1ccc2c(c1)ncn2-c1ncnc2sc3c(c12)CCCC3 | 7 | 0 | -6 | -1 | -1 | -9 | 1 | 5 | -7
Cc1ccc(-c2cc(-c3n[nH]c(=S)o3)c3ccccc3n2)cc1 | 0 | 7 | 2 | -3 | 1 | -25 | -3 | -4 | -3
CCCOCC1CC2(CC(C)(c3csc(N)n3)OC2=O)C(=O)O1 (stereo not given) | 1 | 12 | 5 | -1 | 5 | 12 | 6 | -3 | 8
O=C(c1cccs1)N(Cc1ccco1)c1nc(-c2ccc(F)cc2)cs1 | -1 | 14 | 4 | -1 | 10 | -9 | 5 | -12 | -1
Cc1cc(=O)[nH]c(/N=C(\N)Nc2ccc3c(c2)OCCO3)n1 | 0 | 1 | -4 | 0 | 16 | 5 | -5 | -3 | -4
COc1ccc(CCNC(=S)NCCc2ccc(OC)c(OC)c2)cc1OC | 2 | 6 | 8 | 0 | 6 | 3 | 1 | -4 | 0
COc1ccc(NC(=S)N(CCN2CCOCC2)Cc2ccccc2F)cc1 | 0 | 0 | 2 | 0 | 10 | -2 | 2 | -12 | -1

In the list so far, two have an NH in an aromatic ring:
structure | Wee1 degr inh | FXIIa inh | FXIa inh | Runt-CBFb FRET | Hck Nef HTS | KLK5 inh | Runt-SMMHC FRET | 14-3-3 Bad PPI | Thrombin inh
Cc1ccc(-c2cc(-c3n[nH]c(=S)o3)c3ccccc3n2)cc1 | 0 | 7 | 2 | -3 | 1 | -25 | -3 | -4 | -3
Cc1cc(=O)[nH]c(/N=C(\N)Nc2ccc3c(c2)OCCO3)n1 | 0 | 1 | -4 | 0 | 16 | 5 | -5 | -3 | -4

Some values from the list.
COc1ccc(CCNC(=S)NCCc2ccc(OC)c(OC)c2)cc1OC – Thrombin inh: 0
CCOc1ccc(-n2cc(C(=O)NCc3ccco3)c3cc(OC)c(OC)cc3c2=O)cc1 – KLK5 inh: -15

Reprinted at random: five compounds from above.
structure | Wee1 degr inh | FXIIa inh | FXIa inh | Runt-CBFb FRET | Hck Nef HTS | KLK5 inh | Runt-SMMHC FRET | 14-3-3 Bad PPI | Thrombin inh
Cc1ccc(C(=O)NNC(=O)c2nn(-c3ccc(F)cc3)ccc2=O)cc1 | -2 | 8 | 3 | 3 | 7 | 0 | 2 | -5 | 1
Fc1ccc(CNc2ncnc3c2cnn3-c2ccccc2)cc1 | 1 | -4 | -8 | -2 | 0 | -24 | -2 | 5 | -9
CCOc1ccc(-n2cc(C(=O)NCc3ccco3)c3cc(OC)c(OC)cc3c2=O)cc1 | 8 | 25 | 4 | 1 | 1 | -15 | 4 | 0 | 2
O=C(CN1CCN(C/C=C/c2ccccc2)CC1)NC(=O)NC1CCCCC1 | -2 | 7 | -5 | -3 | 18 | -5 | 0 | -2 | -20
CNC(=O)COC(=O)c1cc(-c2ccco2)nc2ccccc12 | 1 | 51* | 32 | -6 | 2 | 28 | -21 | 61 | 16
